MBNL1 CUG block = blocks human MBNL1 binding to CUG repeat RNA. TR-FRET MBNL1-His/biotin-(CUG)12 binding, 665/545 ratio. AID 2675. actives 0.036% (n = 280,000). Q9NR56. Potency, µM (top dose mostly 57.5 µM), for inactives: at the highest dose activity change, negative = inhibition, actives largely listed as inhibitors; active = well fitted inhibition curve with a large enough effect in the signal ratio, with a control signal flat, not every such curve was filed as active; inconclusive = small, poorly fitted or top-dose-only effect, or effect the other way, or a change in a side signal; inactive = no such curve, though single readings can be large or run the other way; the % refers to the signal ratio; note: potency is the fitted concentration of half-maximal effect; % is set by controls: 0 for no effect and ±100 for the full control effect
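TR-FRET readout: Ex 340 nm, 665/545 nm emission ratio, normalized to buffer-only (basal) and MBNL1-(CUG)12 controls. Complex of MBNL1-His with Biotin-(CUG)12, compounds 92 nM–58 uM, incubated 60 min at room temperature.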
NPC1 promoter act = activates the NPC1 promoter; Huh7 NPC1 promoter luciferase reporter, 24 h; AID 485313; actives 2.4% (n = 320,000); Potency, µM (series often up to 9.22 µM), without a hit: top-dose activation, usual class: activators;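 note: potency is the fitted concentration of half-maximal effect; % of control where 0% means no effect; nearly all actives have a fitted effect of over 60% in size; reporter is driven by a mutant NPC1 promoter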
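Huh7 cells stably carrying NPC1 promoter–luciferase, plated in Opti-MEM with 10% FBS for 2 h, were exposed to compound in DMSO for 24 h at 37 °C; luciferase reagent was added for 10 min and luminescence read.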
ELG1 repair inh = ELG1-dependent DNA repair inhibition; HEK293T ELG1-luciferase reporter, luminescence, 16 h; DNA damage induced by 5-fluorouridine; Potency, µM (series often up to 46.1 µM), without a hit: top-dose activity change, negative = inhibition, most hits filed as inhibitors; actives 2.3% (n = 330,000); note: potency is the fitted concentration of half-maximal effect; % is set by controls: 0 for no effect and ±100 for the full control effect; nearly all actives have a fitted effect of over 55% in size
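Cells (2,000 per well) received 5-fluorouridine plus test compound or DMSO and were incubated 16 hr at 37 °C, 5% CO2. Luciferase activity was read by luminescence 30 min after ONE-Glo addition; signal suppression marked inhibition of damage-induced ELG1 function.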
PKM2 activator = PKM2 (human) enzyme activation | actives 0.34% (n = 260,000) | purified PKM2, Kinase-Glo ATP luminescence, activation; response scale: 0% is enzyme alone, no compound | Potency, µM (titrated, usually from 57.5 µM), inactives show top-dose activation, usual class: activators; note: potency is the fitted concentration of half-maximal effect; % is set by controls: 0 for no effect and ±100 for the full control effect; nearly all actives have a fitted effect of over 55% in size
Target sequence (P14618 whole entry, looked up): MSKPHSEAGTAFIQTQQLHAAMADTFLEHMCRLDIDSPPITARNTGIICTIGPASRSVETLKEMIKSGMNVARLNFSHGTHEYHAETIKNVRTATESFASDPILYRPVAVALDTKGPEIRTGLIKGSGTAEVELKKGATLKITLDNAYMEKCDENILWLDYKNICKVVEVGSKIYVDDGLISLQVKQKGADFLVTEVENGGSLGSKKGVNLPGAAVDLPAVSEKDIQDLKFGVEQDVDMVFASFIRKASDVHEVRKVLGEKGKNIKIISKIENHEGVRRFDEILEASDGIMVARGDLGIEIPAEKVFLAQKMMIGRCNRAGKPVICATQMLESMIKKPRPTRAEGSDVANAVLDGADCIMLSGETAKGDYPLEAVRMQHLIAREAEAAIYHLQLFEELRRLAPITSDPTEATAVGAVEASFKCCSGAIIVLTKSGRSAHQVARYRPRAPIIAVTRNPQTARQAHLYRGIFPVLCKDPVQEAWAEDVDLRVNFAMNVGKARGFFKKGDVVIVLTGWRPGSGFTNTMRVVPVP
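Purified hPK-M2 (>95% pure) converted ADP (0.1 mM final) to ATP with 0.5 mM PEP in 50 mM imidazole pH7.2, KCl, MgCl2, Tween 20, BSA; 1 h at room temperature. ATP detected by Kinase-Glo luminescence.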
Menin MLL FP TR = inhibitors of human menin-MLL interaction, mutant MLL peptide; O00255; Menin + Texas Red MLL mutant peptide, fluorescence polarization; Potency, µM (titrated, usually from 61.6 µM), for the others: at the highest dose FP activity change, negative = inhibition, usual class: inhibitors; actives 0.23% (n = 270,000); AID 1768; active = well fitted inhibition curve with a large enough effect in the polarisation, with a control signal flat, not every such curve was filed as active; inconclusive = small, poorly fitted or top-dose-only effect, or effect the other way, or a change in a side signal; inactive = no such curve, though single readings can be large or run the other way; the % refers to the polarisation; note: potency is the fitted concentration of half-maximal effect; % of control where 0% means no effect; many of its hits are not listed in these tables
Rab9 promoter act = Rab9 promoter activation | Potency, µM (highest dose often 9.22 µM), without a hit: at the top dose activation, negative = inhibition, actives largely listed as activators | Huh7 Rab9 promoter-luciferase reporter, luminescence, 24 h | actives 2.8% (n = 320,000); note: potency is the fitted concentration of half-maximal effect; % of control where 0% means no effect; nearly all actives have a fitted effect of over 60% in size
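Luminescence from Amplite-detected luciferase (10 minutes, ambient) reports Rab9 promoter activation. Before that, stable Rab9-luciferase Huh7 cells (1500/well, reduced-serum OP-MEM I plus 10% FBS) were exposed to compound for 24 hours at 37C.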
FLuc modulator = firefly luciferase modulation, counter-screen for miR-21 project. actives 6.9% (n = 360,000). P08659. AID 588342. purified FLuc, Km substrates, luminescence inhibition. Potency, µM (series often up to 57.5 µM), without a hit: at the highest dose activity change, negative = inhibition, hits mostly inhibitors;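 note: potency is the fitted concentration of half-maximal effect; plate controls were vehicle for no effect and reference inhibitor for full effect; nearly all actives have a fitted effect of over 55% in size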
Target sequence (P08659 whole entry, looked up): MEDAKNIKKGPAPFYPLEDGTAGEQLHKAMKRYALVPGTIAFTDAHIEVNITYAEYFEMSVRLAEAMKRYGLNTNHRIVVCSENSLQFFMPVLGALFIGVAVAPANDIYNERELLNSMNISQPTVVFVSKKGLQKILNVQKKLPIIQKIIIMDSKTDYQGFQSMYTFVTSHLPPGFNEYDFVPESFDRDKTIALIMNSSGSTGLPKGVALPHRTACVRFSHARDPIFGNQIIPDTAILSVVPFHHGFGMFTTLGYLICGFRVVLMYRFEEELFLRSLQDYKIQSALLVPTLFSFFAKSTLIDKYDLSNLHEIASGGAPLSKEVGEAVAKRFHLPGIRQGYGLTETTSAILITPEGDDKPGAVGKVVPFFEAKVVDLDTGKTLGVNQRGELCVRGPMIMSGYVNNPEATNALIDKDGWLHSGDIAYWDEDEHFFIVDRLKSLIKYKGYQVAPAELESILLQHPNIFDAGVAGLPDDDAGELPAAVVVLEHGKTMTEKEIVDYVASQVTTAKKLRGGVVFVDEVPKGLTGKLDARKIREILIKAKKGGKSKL
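Biochemical qHTS of compounds, final roughly 60 µM downward over six points, against 10 nM purified firefly luciferase using Km concentrations of substrates (10 uM D-luciferin, 10 uM ATP) in Tris acetate pH 7.5 buffer; luminescence output.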
VP16 counter = counter-screen for ROR gamma inhibitors: Gal4-VP16 reporter; Drosophila S2 Gal4-VP16 UAS-luciferase, luminescence, 20 h; Potency, µM (doses to about 53.6 µM), for the others: at the highest dose activity, negative = inhibition, most hits filed as inhibitors; actives 3.5% (n = 310,000); AID 2546;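 note: Gal4-VP16 expression switched on by copper sulfate through the metallothionein promoter; potency is the fitted concentration of half-maximal effect; % is set by controls: 0 for no effect and ±100 for the full control effect; nearly all actives have a fitted effect of over 50% in size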
Mito fusion yeast = mitochondrial division inhibition or fusion activation. S. cerevisiae fusion-defective mutant growth rescue, CellTiterGlo 48 h. Potency, µM (highest dose often 46.1 µM), inactives show top-dose growth rescue (activation), usual class: activators. actives 0.23% (n = 320,000);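 note: potency is the fitted concentration of half-maximal effect; % of control where 0% means no effect; nearly all actives have a fitted effect of over 45% in size; temperature-sensitive fusion mutants such as fzo1-1 at 37 °C on non-fermentable ethanol glycerol medium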
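Compounds are tested for their ability to restore growth of mitochondrial fusion-defective yeast strains at non-permissive 37C in YPEG medium over 48 hours. Viability is quantified by luciferase luminescence.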
RORgamma inh = ROR gamma (mouse) transcription inhibition. P51450. Drosophila S2 Gal4-RORgamma UAS-luciferase reporter, 20 h. Potency, µM (highest dose often 53.6 µM), for inactives: at the top dose activity change, negative = inhibition, hits mostly inhibitors. actives 5.4% (n = 310,000). AID 2551; note: potency is the fitted concentration of half-maximal effect; % is set by controls: 0 for no effect and ±100 for the full control effect; nearly all actives have a fitted effect of over 60% in size
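Stable Schneider cell line, Gal4 DNA-binding domain fused to ROR gamma, UAS-luciferase. Cmpd 1 hr RT → CuSO4 700 uM final → 20 hr RT → luciferase reagent 10 min → luminescence.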
KCNH2 3.1 block = blocks the human KCNH2 3.1 channel isoform. U2OS KCNH2 3.1, thallium flux FluxOr; stronger effect = lower value. actives 0.95% (n = 340,000). AID 720553. activity change, % (tested at about 1.8 µM);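 active = maximum activity change below -70%; inconclusive = maximum activity change from -70% to -50%; inactive = maximum activity change above -50%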;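 note: thallium influx rate constant from kinetic fluorescence after stimulation buffer; % is set by controls: 0 for no effect and ±100 for the full control effect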
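Normalized rate constant (relative to positive and negative DMSO controls) derived from a 2 min kinetic fluorescence read after stimulation; U2OS cells expressing the 3.1 isoform via virus at 1.77 x 10^8 /mL.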
Active calls of the source: *; u = inconclusive; x = not tested or not shown; & = joins results of further samples; [ ] = dose if it differs, or a comment. Unless noted, calls come from the whole dose curve; as a rule, active = well fitted curve in the direction sought with a large enough effect; inconclusive = small, poorly fitted or top-dose-only effect, or another doubt; inactive = no such curve, though single readings can be large; an effect the other way counts as inactive or inconclusive. The list is partial; the hit share may differ from the screen's.

SMILES | MBNL1 CUG block | NPC1 promoter act | ELG1 repair inh | PKM2 activator | Menin MLL FP TR | Rab9 promoter act | FLuc modulator | VP16 counter | Mito fusion yeast | RORgamma inh | KCNH2 3.1 block
C=CCNC(=O)C(=O)NCC(c1ccc2c(c1)OCO2)N1CCOCC1 (stereo not given) | -2.0% | 3.9% | 0.0% | -2.4% | -0.2% | -3.4% | 3.9% | -6.7% | -1.2% | -11.9% | -15.6
O=C1CC(N2CCN(c3ccccn3)CC2)C(=O)N1c1ccc(F)cc1 (stereo not given) | -7.7% | -1.5% | 17.2% | -10.9% | 5.9% | 9.6% | -3.1% | 7.6% | 0.7% | -9.3% | -7.8
NCC[C@H](O)C(=O)N[C@@H]1C[C@H](N)[C@@H](O[C@H]2O[C@H](CN)[C@@H](O)[C@H](O)[C@H]2O)[C@H](O)[C@H]1O[C@H]1O[C@H](CO)[C@@H](O)[C@H](N)[C@H]1O | -34.7% | -0.5% | 7.6% | 2.4% | -2.5%&3.7% | 0.3% | 7.0% | -21.4%&0.4% | -0.4% | -14.7% | 8.2
NS(=O)(=O)c1ccc(CCNC(=O)C2CCCN(S(=O)(=O)c3cccnc3)C2)cc1 (stereo not given) | 13.0% | -3.1% | -2.8% | -13.5% | 16.3% | -5.4% | -0.1% | 0.6% | -1.8% | -20.2% | 1.7
COc1c(/C=N/NC(=O)c2ccccc2O)c(CCN(C)C(C)=O)cc2c1OCO2 | u | -1.4% | 8.0% | 0.9% | -8.8% | 6.3% | 19µM* | u | 4.6% | u | -2.9
CN(C)CCNC(=O)c1c(CSc2ccccc2)noc1C(=O)NCc1ccccc1 | -7.9% | -3.0% | 17.6% | u | x | -2.7% | 1.0% | 20.6% | -14.3% | 6.8% | u
Cc1ccc(-c2nnc(SCc3ccc(C#N)cc3)n2Cc2ccco2)cc1 | -7.0% | -0.8% | -11.2% | -1.0% | u | 0.7% | 0.3% | -25.6% | 2.4% | u | -6.2
COc1ccc(OC)c(NC(=S)N2CCN(Cc3ccccc3)CC2)c1 | -7.9% | 1.4% | 11.7% | -10.6% | -9.0% | 1.1% | -1.3% | 3.8% | -5.8% | -71.3% | -3.6
Cc1ccc(C)n1-c1nc(=S)[nH][nH]1 | -0.4% | 2.6% | 0.0% | -14.9% | 6.2% | -0.9% | u | -1.1% | 2.6% | -30.5% | -19.5
Cc1ccc(CNC(=O)C2(S(=O)(=O)c3ccc(C)cc3)CC2)cc1 | 0.9% | -3.0% | -5.7% | x | -1.4% | 5.3% | 5.0% | 14.8% | 20.6% | -3.7% | 15.3
O=C(c1ccc([N+](=O)[O-])o1)N1CCc2ccccc21 | u | 3.5% | u | -8.7% | -5.4% | 26.9% | -0.9% | 15.8% | -14.8% | -35.5% | 16.5
O=C1CS/C(=C\[N+](=O)[O-])N1c1ccc(OC(F)(F)F)cc1 | u | 1.7% | -0.8% | -3.6% | u | -10.1% | 3.6% | -9.5% | -0.6% | -3.5% | -8.4
O=C(Cn1cc(C(=O)C2CC2)c2ccccc21)Nc1ccccc1Cl | 0.3% | -3.6% | 1.5% | -2.6% | -20.9% | -1.3% | -0.4% | 2.5% | -0.7% | 13.5% | 10.2
CC(N=Cc1c(O)c2ccccc2oc1=O)C(=O)O (stereo not given) | 2.3% | -5.2% | 10.2% | -10.3% | 7.5% | -8.2% | -13.8% | 1.3% | 9.4% | -9.2% | 6.8
O=Cc1cc(N=Nc2cccc(C(=O)O)c2)ccc1O | u | u | 11.1% | -20.7% | u | u | 10.7µM* | -6.3% | -13.9% | -4.9% | 5.4
O=C(c1sc2cccc(F)c2c1Cl)N1CCN(c2ncccn2)CC1 | x | -1.2% | u | 7.9% | 8.8% | 1.1% | -0.2% | -2.0% | 2.5% | 40.8% | -3.2
CNC(=O)CSc1nc2cccnc2n1-c1ccc(F)cc1 | -14.6% | -1.9% | 9.2% | 0.0% | -28.6% | -0.5% | -0.4% | -5.8% | 1.6% | 29.8% | 1.8
COc1cc(NC(=O)NCCN2CCN(c3ccccc3)CC2)cc(OC)c1OC | 8.7% | -5.4% | 0.6% | x | -0.3% | -7.0% | 2.3%&3.8% | -2.6% | 3.6% | 2.6% | 12.2
COc1ccc(N2CCN(C(=O)CNC(=O)c3ccccc3Cl)CC2)cc1 | -1.0% | -0.3% | -5.4% | x | 10.9% | -9.9% | 2.0% | 1.5% | -1.3% | -10.5% | -4.3
CCOCCCN(C(=O)c1snc(C(N)=O)c1N)C(C(=O)NCCC(C)C)c1ccc(Cl)cc1 (stereo not given) | 1.3% | -0.9% | -23.7% | 8.7% | -9.7% | -2.6% | 0.5% | 1.0% | 9.3% | 23.5% | -0.2
CC(C)C1Oc2cc3oc(=O)ccc3cc2C1=O (stereo not given) | u | -3.7% | u | 0.9% | u | 1.8% | -2.9% | 3.6% | 3.1% | 14.2% | -16.0
Cc1cc(SCc2ccccc2C)nc(=O)[nH]1 | -11.6% | -2.9% | 0.0% | x | x | 3.6% | -2.5% | 7.8% | 8.7% | 3.1% | 10.6
O=C(CN(Cc1ccco1)C(=O)c1cccc(Cl)c1)Nc1c(Cl)cc(Cl)cc1Cl | -2.1% | -0.1% | -18.3% | -3.0% | 16.3% | -4.8% | 1.1% | -5.2% | 3.8% | 10.2% | -6.4
O=C1OCCN1C(=O)[C@H]1[C@H](c2ccc(F)cc2)C(c2ccccc2)=NN1c1ccccc1 | x | x | -8.3% | x | u | x | x | -5.3% | x | 28.1% | -3.0
O=C(O)/C(=C\c1ccco1)NC(=O)c1ccccc1 | x | 0.2% | 23.7% | -5.3% | 0.1% | 6.1% | -0.2% | 6.6% | 1.5% | -6.5%[10 µM] | -5.8
Cc1cc(C)c(C)c(S(=O)(=O)ON2C(=O)c3ccccc3C2=O)c1C | 1.9% | -9.3% | u | 4.1% | -25.5% | -20.9% | u | 12.6µM* | 0.7% | u | -21.1
Cc1cc(=O)oc(C)c1C(=O)NCc1cccnc1 | 2.9% | -0.3% | 25.6% | 4.8% | 3.5% | -3.8% | -0.9% | 2.8% | -3.0% | 0.8% | 7.1
Cc1cc(NC(=O)CCCC(=O)N(c2ccccc2)C(C(=O)NC2CCCCC2)c2cccs2)no1 (stereo not given) | u | -1.2% | -20.0% | -2.2% | -21.6% | 0.8% | 1.5% | -7.6% | -7.4% | 21.5% | -6.3
CC(/C=C1\SC(=S)N(CCCC(=O)Nc2ccc(C(=O)O)c(O)c2)C1=O)=C\c1ccccc1 | u | 18.4% | u | -11.8% | u | u | 10.7µM* | -25.2% | -17.8% | -27.2% | 6.2
O=C(NC1CC1)C1CCCN(C(=O)Nc2ccc(F)cc2)C1 (stereo not given) | -1.8% | -2.0% | -11.5% | 4.4% | 10.3% | 0.3% | -0.7% | u | -5.3% | -9.2% | -0.5
O=C(CNC(=O)N1CC(=O)Nc2ccccc21)Nc1ccc(F)c(Cl)c1 | 9.2% | 1.1% | -0.7% | 0.7% | 7.8% | 8.0% | -0.3% | -10.9% | 4.6% | -0.5% | -11.4
COc1ccc(N(CC(=O)Nc2cc(OC)cc(OC)c2)S(=O)(=O)c2c(C)n[nH]c2C)cc1 | -2.5% | 1.5% | -0.4% | x | x | -0.9% | 0.8% | -8.4% | -29.3% | -11.3% | 0.3
OC(c1ccccc1)c1cccnc1 (stereo not given) | -7.1% | -1.3% | -3.9% | 0.0% | -10.0% | -3.4% | -7.4% | -17.8% | 4.4% | 34.0% | 0.8
O=C(CN(C(=O)CNC(=O)c1cccs1)c1ccc2c(c1)OCCO2)NC1CCCC1 | -10.2% | 4.0% | -1.8% | 2.8% | -2.0% | 0.8% | -1.7% | -2.5%[0.365 µM] | -3.2% | 16.3% | 10.4

Source: PubChem BioAssay (National Center for Advancing Translational Sciences (NCATS))
